TLR9-MyD88 inh: TLR9-MyD88 interaction inhibition. Q9NR96+Q99836. CHO BLA complementation TLR9-MyD88, CCF4 FRET ratio. inhibition, % at 4.98 µM. actives 0.21% (n = 340,000). AID 504734;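 active means inhibition above the mean over all tested compounds plus 3 SD, cut at about 21% in these data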;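 further: 0% = DMSO only wells and 100% = clavulanate BLA inhibitor control wells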
LRH-1 inv ag: inverse agonists of human LRH-1 (NR5A2); AID 602396; inhibition, % at 3.6 µM; HEK293T StAR-luciferase reporter, LRH-1 transfected, 24 h; actives 0.13% (n = 360,000); O00482;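 active means inhibition above the mean inhibition of all tested compounds plus 3 SD, cut at about 73% in these data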;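 further: 0% = DMSO wells and 100% = reporter-only cells lacking LRH-1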
SRC1 inh: human NCOA1 inhibition; Q15788; HEK293 GAL4-SRC1 luciferase reporter, luminescence; inhibition, % at 3.6 µM; actives 0.12% (n = 360,000); AID 588354;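 active means inhibition above the campaign mean plus 3 SD, with each screening campaign given its own cutoff, cut at about 60% in these data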;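 further: 0% = DMSO treated cells and 100% = gossypol at 36 µM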
NCOA3 inh: inhibitors of human steroid receptor coactivator 3 (SRC3) | inhibition, % at 3.6 µM | actives 0.17% (n = 360,000) | HEK293 GAL4-SRC3 luciferase reporter, luminescence | Q9Y6Q9 | AID 588352;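 active means inhibition above a per-campaign cutoff, the mean of all compounds plus 3 SD, cut at about 60% in these data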;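 further: 0% = DMSO-treated cells and 100% = gossypol-treated cells at 36 µM; higher means less SRC3-driven luciferase light from the GAL4 reporter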
NCOA2 inhibitor: human SRC2 (NCOA2) inhibition; Q15596; HEK293 GAL4-SRC2 luciferase reporter, luminescence; inhibition, % at 9 µM; actives 0.17% (n = 370,000); AID 651957;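 active means inhibition above the mean inhibition of all tested compounds plus 3 SD, set per campaign, cut at about 52% in these data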;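 further: 0% = DMSO treated cells and 100% = cells given Gossypol at 36 µM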
NR2F2 inh: NR2F2 (human) inhibition, primary screen; actives 0.7% (n = 370,000); inhibition, % at 8.6 µM; HEK293T NGFI-A luciferase reporter, luminescence; P24468;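 active means inhibition above a per-plate cutoff, mean inhibition of test wells between control levels plus 3 SD, cut at about 38% in these data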;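 further: cells cotransfected with COUP-TFII expression vector driving the NGFI-A reporter; 0% = median of COUP-TF2 test wells and 100% = reporter-only cells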
TWEAK-Fn14 inh: inhibitors of TWEAK-Fn14 interaction signaling; TWEAK-stimulated Fn14 reporter cells, luciferase luminescence, 8 h; actives 2% (n = 360,000); inhibition, % at 10 µM; in the data active means inhibition above about 50%
TROY signal inh: blocks TROY-dependent signaling in reporter cells | Q293 LMP1-TROYcd NF-kB luciferase reporter, 4 h | inhibition, % at 10 µM | actives 0.98% (n = 360,000) | AID 1347056;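 active means compounds whose plate-normalised and pattern-corrected inhibition of the luciferase reporter signal at the single screening dose is 50% or more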
TRAIL sens C8: sensitizes caspase-8 expressing cells to TRAIL. NB7+C8 cells + TRAIL, ATPlite viability luminescence. inhibition (viability loss, TRAIL sensitization), % at 10 µM. actives 1% (n = 360,000);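 active means compounds causing at least 50% loss of cell viability in the single-dose screen, relative to plate controls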
NOD2 RIPK2 PPI: inhibitors of human NOD2-RIPK2 interaction | CHO BLA complementation NOD2-RIPK2, CCF4 ratio | actives 0.38% (n = 360,000) | O43353 | inhibition, % at 4.98 µM | AID 624267; in the data active means inhibition above about 21%;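 further: 0% = vehicle only and 100% = reference blocker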
LMP1 NFkB inh: reduces LMP1-driven NF-kappaB luciferase signal | LMP1-induced NF-kappaB luciferase reporter cells, luminescence | inhibition, % at 12.5 µM | actives 0.69% (n = 350,000) | AID 504558; in the data active means inhibition above about 41%;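 further: 0% = neutral control wells and 100% = reference inhibitor control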
* = called active by the depositor; . = not tested or not shown.

SMILES	TLR9-MyD88 inh	LRH-1 inv ag	SRC1 inh	NCOA3 inh	NCOA2 inhibitor	NR2F2 inh	TWEAK-Fn14 inh	TROY signal inh	TRAIL sens C8	NOD2 RIPK2 PPI	LMP1 NFkB inh
CSc1ccc(/C=C/C(=O)OCC(=O)N2CCN(S(=O)(=O)c3ccc(C)cc3C)CC2)cc1	-18	-25	2	-18	32	-6	-25	4	10	7	3
Cc1csc(NC(=O)CSc2nnc(-c3ccoc3C)n2CCc2ccccc2)n1	2	3	13	8	10	27	15	-4	-10	-3	0
CCN1C(=O)C(O)(CC(=O)/C=C/C=C/c2ccccc2)c2ccccc21 (centres undefined)	5	9	2	-2	-16	-17	-8	7	-14	-7	5
N#CCCN(Cc1ccccc1)C(c1ccnc2ccccc12)c1nnnn1-c1ccc2c(c1)OCCO2 (centres undefined)	.	-5	.	.	7	-5	15	6	21	-8	.
O=C(NCC1CCCN(Cc2ccc3nonc3c2)C1)c1cccc(C(F)(F)F)c1 (centres undefined)	-4	9	-6	11	7	9	15	0	-3	6	-1
COc1ccc(-c2csc(NC3CCCCC3)n2)c(OC)c1	-5	-44	-26	-23	6	-12	-8	-18	-3	-3	-22
CC(C)Oc1ccc(CN2CCC2(C)C(=O)Nc2cccc3cccnc23)cc1 (centres undefined)	.	-19	12	-24	0	9	-4	-8	17	1	.
CC(C)(C)OC(=O)N1CCCC(C(=O)CC#N)C1 (centres undefined)	-8	11	-23	12	0	-4	27	6	-21	-15	-6
CCCCC(=O)Nc1cc(NC(=O)CCCC)cc(C(=O)O)c1	7	8	9	-8	-15	-36	6	-16	-17	3	4
COc1ccc(NC(=O)Cc2ccccc2F)cn1	0	5	3	-1	-12	13	2	-6	-8	2	2
Cc1sc2nc(CC(=O)NN)[nH]c(=O)c2c1C	3	-6	-28	8	0	10	-7	4	3	-8	3
COc1ccc(CC(=O)NC2CCS(=O)(=O)C2)cc1 (centres undefined)	-2	-5	-6	2	7	-8	6	-10	-11	-9	6

Reprinted from the part before: 2 compounds, then new ones.
SMILES	TLR9-MyD88 inh	LRH-1 inv ag	SRC1 inh	NCOA3 inh	NCOA2 inhibitor	NR2F2 inh	TWEAK-Fn14 inh	TROY signal inh	TRAIL sens C8	NOD2 RIPK2 PPI	LMP1 NFkB inh
Cc1sc2nc(CC(=O)NN)[nH]c(=O)c2c1C	3	-6	-28	8	0	10	-7	4	3	-8	3
COc1ccc(CC(=O)NC2CCS(=O)(=O)C2)cc1 (centres undefined)	-2	-5	-6	2	7	-8	6	-10	-11	-9	6
CCc1nnc(NC(=O)C2CCCN2S(=O)(=O)c2ccccc2)s1 (centres undefined)	-3	-12	-1	11	5	-18	9	4	4	0	-2
CC(C)(C)NC(=O)C(=O)NNC(=O)c1ccccc1Br	-1	-11	0	15	6	18	-4	-1	-12	-3	4
COc1ccc(CCn2c(=N)c(C(=O)NCC3CCCO3)cc3c(=O)n4ccccc4nc32)cc1 (centres undefined)	-5	14	7	-5	-9	-5	-1	-13	7	-11	2
CC(C)c1ccc2c(c1)C(c1cccs1)=NNC(c1ccncc1)=N2	0	-2	-4	-11	2	10	-28	-9	-5	-3	0
O=C(CSc1ncn(-c2ccccc2)n1)Nc1nc2c(s1)CCCC2	2	1	1	-25	-2	-1	10	-5	-8	2	-1
O=S(=O)(/N=C(/c1ccc(F)cc1)N1CCCCC1)c1ccc(Cl)cc1	2	19	-46	-8	14	-1	-2	6	20	9	-13
COc1ccccc1CC(=O)NCC1CCCO1 (centres undefined)	11	-7	4	6	-8	9	-3	6	3	2	-1
CC(=O)c1cccc(NC(=O)N2CCCC2C(=O)Nc2ccccc2C)c1 (centres undefined)	-9	11	-10	9	-5	9	-1	13	3	-3	-1
CS(=O)(=O)c1nc(S(=O)(=O)c2ccc(Cl)cc2)c(N2CCCCCC2)s1	7	-7	-1	9	-4	17	2	0	-13	-3	3
COc1ccc(S(=O)(=O)NCCSc2ccccc2)cc1OC	-8	-15	9	-18	-24	2	-17	7	-11	-4	13
COC(=O)CSc1nc(N)nc(C)c1Br	6	-8	-3	20	12	6	-2	-4	0	-5	-5
CCOC(=O)C1=CNS(=O)(=O)NC1c1ccc2ccccc2c1 (centres undefined)	-9	21	-1	14	6	7	16	-3	4	-15	-5
CC(C)(C)c1ccc(-n2ncc3c2CCCC3NC(=O)CCN2CCCCC2=O)cc1 (centres undefined)	4	24	14	24	11	14	4	8	5	0	20
Cc1cc(C)nc(N/N=C/C(Cl)=C/c2ccccc2)n1	-4	-87	-66	-53	.	.	-10	-50	18	-2	-21
Cc1ccc(-c2cnc(C(O)c3cc(Cl)cc(Cl)c3)[nH]2)cc1 (centres undefined)	.	8	4	4	15	19	-6	2	-2	12	.
Cc1ccccc1C(=O)NNC(=S)NC(=O)c1ccccc1	-3	-9	-10	4	-7	-2	-8	-16	3	-3	6
CCCc1ccc(NC(C)C(=O)Nc2ccc(S(=O)(=O)N3CCOCC3)cc2)cc1 (centres undefined)	-4	5	-17	-18	11	9	-6	7	-3	-2	-10
CN(CCNC(=O)C1CCN(S(=O)(=O)c2cnc[nH]2)CC1)Cc1ccccc1	-11	14	-8	9	4	-2	-20	-5	6	-9	1
O=C(C1COc2ccccc2O1)N1CCN(c2ccc(C(F)(F)F)cn2)CC1 (centres undefined)	5	-7	-1	-7	-24	-5	-9	7	-11	2	0
CCc1ccccc1NC(=O)COc1ccc2oc(-c3ccc(OC)cc3)cc(=O)c2c1	1	-7	-11	-33	-25	3	-34	-11	18	-4	7
CCN(CC)S(=O)(=O)c1ccc(O)c(C(=O)OCC(=O)N2CCCC2)c1	0	-4	-12	10	-32	9	-2	17	-17	-6	-6
C=CCn1c(C)cc(-c2csc(NC(=O)C3=COCCO3)n2)c1C	-7	-12	-45	-20	2	-12	4	2	3	6	-23
COCCCN(C(=O)c1cc(Cl)nc2ccccc12)c1c(N)n(Cc2ccccc2)c(=O)[nH]c1=O	-2	6	-8	-2	-32	-3	5	-4	10	13	-1
Cc1ccc(C)c(OCCC(=O)N2CCN(S(=O)(=O)c3cc(C)ccc3C)CC2)c1	-11	-13	-2	-1	4	9	-29	-5	11	-9	-2
COc1cccc(C(=O)Nc2nnc(SCC(=O)NC3CCCC3)s2)c1	3	-2	-52	-46	-13	-12	-9	-12	57*	-7	-3
COc1ccccc1NC(=O)CSc1nc2sc3c(c2c(=O)n1-c1ccccc1)CCN(C)C3	-14	-6	-33	-24	-6	-4	-39	-12	-5	-4	-19
Cc1cc(C)c(NC(=O)c2ccoc2C)c(C)c1	10	-15	15	15	-19	8	4	-11	20	-10	-6
O=C(COc1ccc(S(=O)(=O)NC2CCCCC2)cc1Cl)NCc1cccnc1	-2	10	-14	8	13	4	13	-11	-3	-6	-1
CC1(C)CC(=O)C=C(Nc2ccccc2F)C1	-10	11	-8	4	13	2	16	17	-8	-12	-4
O=C(c1cccnc1)N1CCN(C(=O)c2cccs2)CC1	-3	-23	-4	7	2	2	-14	-10	1	-2	-1
CCc1nnc(NC(=O)CSc2nnc(-c3ccco3)o2)s1	8	3	3	13	-17	-22	5	1	2	-10	2
Cc1ccccc1-n1c(Cn2c(=O)sc3ccccc32)nnc1SCC(N)=O	3	-7	1	-6	-39	-36	8	16	-2	-4	-1
CCn1nnnc1SCC(=O)c1cc(OC)ccc1OC	-7	-3	-15	7	14	-7	-13	-6	-12	0	4
O=C(Nc1cnccn1)C1c2ccccc2Oc2ccccc21	8	8	5	8	-27	-7	-15	14	0	0	1
CCCc1ccc2oc(C(=O)N3CCC(N4CCCC(O)C4)CC3)c(C)c2c1 (centres undefined)	-6	-47	-16	-21	1	21	-8	-46	8	0	2
O[C@H]1CN(CC2CCCCC2)[C@@H](c2ccccc2)C[C@@H]1n1cc(C2CC2)nn1	6	6	1	-6	-18	11	-2	4	-7	-12	-2
Cc1ccc(C(=O)NCCCNC(=O)Cc2ccccc2)cn1	0	8	8	-5	2	10	17	14	-16	-7	2
CCOc1ccc(N2CC(C(=O)Nc3ccc(S(=O)(=O)N4CCOCC4)cc3)CC2=O)cc1 (centres undefined)	-4	25	-21	12	12	13	12	-22	-11	-9	6
O=C(COC(=O)C1CCN(S(=O)(=O)c2ccc3c(c2)OCCO3)CC1)Nc1ccc(C(F)(F)F)cc1	-5	-10	11	12	0	-12	15	-16	-1	-1	-2
Cc1nc2sc(C(c3ccc(Br)cc3)N3CC(C)OC(C)C3)c(O)n2n1 (centres undefined)	2	20	-2	11	-1	5	9	14	0	-5	-1
CN(C)C(=O)c1cc(S(=O)(=O)N(C)C)c(Cl)cc1N1CCCC1	2	-15	-7	-7	-46	-10	14	-15	8	-2	8
O=C(c1cc(=O)[nH]c2ccccc12)N1CCN(Cc2ccc3c(c2)OCO3)CC1	-12	-9	-7	6	4	0	0	-20	-13	-3	3
CCc1ccc(Nc2cc(C(=O)NCCCN3CCOCC3)c3ccccc3n2)cc1	-7	8	0	-15	15	-18	10	-14	13	8	-8
Cc1ccc(NC(=O)CN2CCc3cc4c(cc3C2)OCCCO4)cc1	6	13	-24	-9	13	-5	-23	-22	-11	-3	7
Nc1ccnc(=O)[nH]1	3	-1	2	-2	-5	-9	-6	3	6	-9	5
CCCC1CCC(c2nc(-c3cccnc3)no2)CC1 (centres undefined)	-8	-4	-35	-27	-17	-8	13	11	-6	1	-21
Cc1ccccc1C(=O)NCC(=O)NCC1(N2CCOCC2)CCCCC1	-19	-22	7	7	3	-4	7	-30	-15	-2	5
O=C(Nc1ccc2c(c1)OCO2)c1cc(-c2ccncc2)nc2ccccc12	6	-2	-2	-7	-44	-1	-9	-22	7	4	-38
CCOC(=O)c1cnn2c(C)cc(-c3ccc(F)cc3)nc12	1	-157	-90	-52	-51	-31	-7	-42	6	-5	-4
CCOC(=O)c1cncc(O)c1	11	1	-6	-3	10	-2	-21	-5	-11	2	-3
COCC(=O)Nc1ccc([N+](=O)[O-])cc1OC	-7	5	-31	7	10	6	0	2	-4	-1	-2
C/C(=N\N=C(N)N)c1cc(Cl)ccc1Cl	-3	45	-20	9	19	13	-6	7	12	-4	15
NS(=O)(=O)c1ccc(NC(=S)NC2CC2)cc1	-3	-2	-5	10	-16	-20	12	2	-7	-3	-15
O=C(NCc1ccncc1)C(=O)Nc1ccc2c(c1)OCO2	-9	-18	-26	6	-20	0	-4	-26	-1	8	-7
Cn1c(NC(=O)c2cc(Br)ccc2Cl)cc(=O)n(C)c1=O	-1	8	-18	-17	-3	-3	1	9	-3	-16	-6
O=C(NC1CCCCC1)C1c2ccccc2OCC(=O)N1Cc1ccccc1 (centres undefined)	.	4	.	.	-16	-8	0	-10	1	-20	.
O=C(CSCCc1ccccn1)Nc1cccnc1	-6	-12	-10	10	5	10	-5	-18	0	-68	5
CCOc1ccccc1OCCCOc1ccc(C)cc1Br	-11	-30	-18	-8	-23	13	-33	-69	8	-14	-9

Screens (PubChem)

Not all compounds are listed, so the mix of outcomes need not match the whole.
